From PubChem
NCI-60 one-dose screen, 48 h, at 10 µM unless noted. Numbers give growth in % (100 = growth as untreated, 0 = no growth, -100 = all killed).
K-562: K-562 leukemia; 7.4% of 78,000 active; AID 1794777
SR: SR leukemia cells; 8.7% of 73,000 active
EKVX: EKVX NSCLC. 3% of 71,000 active. AID 1794765
RPMI-8226: RPMI-8226 leukemia cells; 7.5% of 77,000 active
CCRF-CEM: CCRF-CEM leukemia. 7% of 77,000 active
HOP-92: HOP-92 NSCLC cells. 6.3% of 71,000 active
HOP-62: HOP-62 NSCLC. 3.9% of 80,000 active
MOLT-4: MOLT-4 leukemia cells. 6.9% of 80,000 active
The depositor's hits bear a star; · = no result given; & = joins results of further samples; [ ] = dose if it differs, or a comment. The calls were made as follows: active = growth percent below 10; inactive = the rest.

SMILES	K-562	SR	EKVX	RPMI-8226	CCRF-CEM	HOP-92	HOP-62	MOLT-4
O=C(CCOCc1ccccc1)OCc1ccccc1	101	·	·	97	100	·	99	103
Nc1c(N)c2ccccc2c2ccccc12	·	94	93	95	104	·	95	100
O=C(NC1CCCCC1)c1ccc(Cl)cc1	96	103	99	105	98	95	93	95
COc1cc2nc(Sc3nnc(N)s3)n(-c3ccc(Oc4ccccc4)cc3)c(=O)c2cc1OC	70	43	·	56	89	112	101	77
C=CCNC(=O)SCC	89	93	98	101	100	100	105	101
CCOc1ccc(/C=N/N=C(N)N)cc1OCC	99	76	92	101	95	99	106	88
N#Cc1ccc(C(=O)CSc2nc(Nc3ccc(S(N)(=O)=O)cc3)c3ccccc3n2)cc1	105	96	104	101	95	111	99	106
FC(F)(F)c1cc(-c2nnc3n2NC(=NCC2CC2)CS3)cc(C(F)(F)F)c1	106	·	97	99	90	78	92	95
O=C1N/C(=N/N=C(c2ccccc2)c2ccccc2)S/C1=C\c1ccc([N+](=O)[O-])cc1	92	81	98	83	81	85	95	97
O=C(Nc1cccc(C(F)(F)F)c1)c1cncc(C#Cc2cnc3cccnn23)c1	8.1*	9.3*	55	·	16	7.1*	34	24
CCCC(=O)Nc1ccccc1C	105	103	111	105	101	78	116	103
Cc1cn(C2CC(N=[N+]=[N-])C(COP(=O)(O)OP(=O)(O)OP(=O)(O)O)O2)c(=O)[nH]c1=O (stereo unspecified)	84	24	116	61	-98*	51	94	17
COc1ccccc1OCC(O)CN1CCN(c2ccc(C)cc2)CC1 (stereo unspecified)	109	·	121	110	114	86	114	99
COC(=O)/C=C(\C)Nc1ccc([N+](=O)[O-])cc1	74	84	·	94	93	82	95	87
CC1(C)CC(=O)C(c2c(-c3ccccc3)[nH]c3nc(N)nc(N)c23)=C(O)C1	96	·	111	97	100	87	103	102
Cc1[nH]c(=O)[nH]c(=O)c1Cc1ccccc1	104	94	86	95	97	109	96	98
Cc1cc(C)c2c(S(=O)(=O)N3CCC(C)CC3)[nH]nc2n1	96	90	·	97	102	92	97	93
CCOC(=O)c1c(C(=O)c2cn(C)c3ccc(Cl)cc23)c(-c2cn(C)c3ccc(Cl)cc23)n(NC(=O)OC(C)(C)C)c1C	104[100 µM]	79[100 µM]	92[100 µM]	63[100 µM]	99[100 µM]	60[100 µM]	76[100 µM]	62[100 µM]
CC(=O)NNc1nc(C)c(C(=O)NNC(=O)C(=O)Nc2cccc(C(C)=O)c2)s1	103	92	104	86	92	88	·	98
CN1CCN(c2ccc(Nc3ncnc4c3nnn4CCc3ccccc3)cc2)CC1	78	99	·	91	95	59	111	103
O=C1Nc2ccccc2/C1=C/C(=O)c1ccc(N2CCCC2)cc1	14	15	76	16	10	40	33	3.6*
CC(=O)c1c(C)[nH]c(-c2nc3ccc(N4CCN(C)CC4)cc3[nH]2)c1-c1ccc(OCC2CCOCC2)cc1	22	28	36	-2.0*	31	37	25	47
CCOC(=O)CCCCNC1(c2ccc(F)cc2)C2CC3CC(C2)CC1C3 (stereo unspecified)	73	73	97	99	101	91	101	80
COc1ccc(/C=C2\Oc3cc(C)c(Cl)c(C)c3C2=O)cc1OC	79	·	104	93	103	98	97	96
CS(=O)(=O)c1ccc(Nc2nc(N[C@H]3CCCC[C@H]3N)nc3cc[nH]c(=O)c23)cc1	11	·	14	63	4.0*	-8.3*	21	3.7*
CCOC(=O)c1c[nH]c2c(Cl)c3c(cc2c1=O)[N+](=O)N=N3	106	110	94	100	92	105	93	100
Cc1cc(=O)oc(C)c1C(=O)O	93	95	·	110	105	102	105	108
N#CCC1CC2CCC1C2 (stereo unspecified)	100	108	97	110	·	104	116	101
COc1ccc(C(=O)CC#N)cc1	·	·	126	110	·	119	122	·
CCCn1cnc2c(=S)nc(N)[nH]c21	111	111	136	89	101	99	109	87
CCCOC(=O)NC(C)(C)C	88	93	·	105	·	105	99	88
COc1ccc(N=NN(C)C)cc1	105	91	·	106	96	·	98	102
COc1ccc(C(=O)C[N+]23CN4CN(CN(C4)C2)C3)cc1	96	110	107	91	88	74	103	86
CC1(C)CC(=O)C(c2ccccc2)(c2ccccc2)C(=O)C1	95	110	96	90	93	·	111	99
Oc1[nH]c2ccccc2c1N=NC(=S)N/N=C\c1c[nH]c2ccccc12	92	·	67	97	98	95	75	96
OCCNc1nc(Nc2ccc(Cl)cc2)nc(Nc2ccc(C3=NN(c4cc(Cl)cc(Cl)c4)C(c4ccc(Cl)cc4)C3)cc2)n1 (stereo unspecified)	96	111	87	107	96	110	95	88
COC(=O)/C(CCC=C(C)C)=C1\[C@@H](OC(C)=O)C[C@@]2(C)[C@H]1C[C@@H](OCCC#N)[C@H]1[C@@]3(C)CC[C@@H](OCCC#N)[C@@H](C)[C@@H]3CC[C@@]12C	51	67	78	26	41	16	83	62
Cc1ccc(C(=O)NNC(=O)c2sc3ncc(-c4ccc(Br)cc4)n3c2C)cc1	97	82	99	112	96	106	104	86
COc1cc(C(=O)Nc2cccc(C3CCc4c(cc(OC)c(OC)c4OC)O3)c2)cc(OC)c1OC (stereo unspecified)	43	38	81	11	34	51	74	45
COc1ccc(CCc2ccccn2)cc1	101	96	96	114	·	·	97	105
COc1ccc(Cc2nnc(SCC(=O)c3ccc(Cl)cc3)n2-c2ccccc2)cc1	73	76	·	86	92	76	99	76
CC(C)NC(=O)c1cc(-c2ccc(NC(=O)Nc3ccc(N4CCOCC4)c(C(F)(F)F)c3)cc2)nc2cccnc12	25	10	73	14	44	72	44	19
N=c1c(S(=O)(=O)c2ccccc2)cc2c(=O)n3ccccc3nc2n1Cc1ccccc1	101	102	99	95	93	84	96	102
CCOC(C)=C(C#N)C#N	100	96	118	97	92	115	110	90
COc1ccccc1C(=O)CSc1nc(Nc2cccc(S(N)(=O)=O)c2)c2ccccc2n1	66	72	86	57	73	73	99	73
CCN(C(=O)N1CCN(c2cc3c(cc2F)c(=O)c(C(=O)O)cn3C2CC2)CC1)c1nc(-c2ccc(C)cc2)cs1	16	17	14	15	21	-12*	5.9*	14
O=C(NN1C(=O)c2ccccc2C1=O)c1ccc(Nc2ncnc3c2cnn3-c2cccc(F)c2)cc1	106	117	102	121	131	106	88	105
COc1cc(NCC(=O)Nc2cc(Nc3c(F)cccc3F)ncn2)c(Cl)c(OC)c1Cl	93	82	92	88	99	99	95	93
NNc1ncnc2sc3c(c12)CCN(Cc1ccccc1)C3	19	40	36	39	16	78	58	20
C=C1CCC2C3(C)COC(c4ccc(SC)cc4)OC3CCC2(C)C1C/C=C1/C(=O)OCC1O (stereo unspecified)	20	·	56	12	2.8*	82	107	5.1*
New compounds follow
SMILES	K-562	SR	EKVX	RPMI-8226	CCRF-CEM	HOP-92	HOP-62	MOLT-4
Cc1ccc(-c2nc(SCC(=O)c3ccccc3)[nH]c(=O)c2C#N)cc1	109	99	100	113	95	96	101	106
COc1ccc(-c2nc(SCC(=O)Nc3nc4ccc(C)cc4s3)[nH]c(=O)c2C#N)cc1	112	103	97	107	104	96	100	118
Cc1cc(=O)oc2cc(OC(=O)N3CCOCC3)ccc12	94	·	102	101	96	105	104	99
CC(C)(C)N1C(=O)c2ccccc2C1=O	100	107	98	87	82	90	105	109
O=c1oc2ccccc2cc1-c1cc(CCc2ccccc2)cc(-c2cc3ccccc3oc2=O)n1	100	96	97	97	92	101	98	92
COc1ccc(OC)c(/C=C/c2nnc(Nc3ccccc3)s2)c1	92	86	97	·	105	69	94	99
COc1cc(-c2c(-c3ccccc3)noc2C(=O)Nc2ccc(OC(F)(F)Cl)cc2)c(OC)c2c1OCO2	102	·	102	106	107	102	101	104
CC(=O)OCC1OC(n2ccc(N)nc2=O)C(OC(C)=O)C1OC(C)=O (stereo unspecified)	·	84	105	·	40	85	84	31
O=C(O)Cc1ccc(Br)cc1	95	87	99	102	107	·	100	95
N#Cc1nnn(-c2ccc(S(N)(=O)=O)cc2)c1/N=C/c1ccc(Cl)cc1	·	84	96	88	84	87	100	93
C=C1C(=O)O[C@H]2[C@H]1CC/C(CNC(=O)c1cc3cc(OC)ccc3[nH]1)=C\CC[C@@]1(C)O[C@@H]21	-3.4*	-0.4*	-56*	-38*	-19*	-67*	47	-31*
CCOC(=O)c1c(C)oc(C)c(C(=O)OCC)c1=O	87&102	85&118	104&128	94&86	108&96	74&98	97&100	80&150
Cn1cc(-c2cc(N)n3nc(-c4c[nH]c5ccccc45)cc3n2)c2ccccc21	11	12	-96*	-3.2*	-21*	-59*	-85*	9.2*
Cc1nn(-c2ccccc2)c(Cl)c1/C=C1\N=C(c2ccccc2)N(C(=O)c2ccc(O)cc2)NC1=O	87	80	87	93	·	92	112	78
CCCCOc1ccc(NC(=O)n2nc(NC(C)=O)c3ccccc32)cc1	30	73	59	70	82	88	86	64
O=C(Sc1nc2ccccc2[nH]1)c1ccc(-n2c(=O)[nH]c3ccccc3c2=O)cc1	·	·	101	118	63	88	102	·
O=C(O)c1cn(C2CC2)c2cc(N3CCN(Cn4nc(-c5cccc(Cl)c5)n(-c5ccccc5)c4=S)CC3)c(F)cc2c1=O	100	93	93	101	104	87	100	111
Nc1ccc(C2=NNC(=O)Cc3cc4c(cc32)OCCO4)cc1	·	93	119	115	100	·	93	97
O=C1NNC=Nc2c1cnn2-c1ccccc1	102	104	103	111	105	107	89	104
C(=C\c1n(Cc2ccc3ccccc3c2)c(-c2ccccc2)c(-c2ccccc2)[n+]1Cc1ccc2ccccc2c1)/c1ccccc1	-22*	-37*	-77*	-44*	-18*	-82*	-84*	-44*
C(=Nc1cnc2ccccc2c1)c1ccnc2ccccc12	19	46	·	56	23	·	106	74
O=C1/C(=C/c2ccc([N+](=O)[O-])s2)Oc2ccccc21	-14*	7.0*	·	0.7*	-13*	·	3.8*	-6.1*
CC(C)(C)n1cc(-c2ccnc(NCCCNS(=O)(=O)c3cccc4ccccc34)n2)c(-c2ccc(Cl)c(O)c2)n1	55	85	64	70	69	·	106	54

Compounds from the list above that have an aryl methoxy group (15):
SMILES	K-562	SR	EKVX	RPMI-8226	CCRF-CEM	HOP-92	HOP-62	MOLT-4
COc1cc2nc(Sc3nnc(N)s3)n(-c3ccc(Oc4ccccc4)cc3)c(=O)c2cc1OC	70	43	·	56	89	112	101	77
COc1ccccc1OCC(O)CN1CCN(c2ccc(C)cc2)CC1 (stereo unspecified)	109	·	121	110	114	86	114	99
COc1ccc(/C=C2\Oc3cc(C)c(Cl)c(C)c3C2=O)cc1OC	79	·	104	93	103	98	97	96
COc1ccc(C(=O)CC#N)cc1	·	·	126	110	·	119	122	·
COc1ccc(N=NN(C)C)cc1	105	91	·	106	96	·	98	102
COc1ccc(C(=O)C[N+]23CN4CN(CN(C4)C2)C3)cc1	96	110	107	91	88	74	103	86
COc1cc(C(=O)Nc2cccc(C3CCc4c(cc(OC)c(OC)c4OC)O3)c2)cc(OC)c1OC (stereo unspecified)	43	38	81	11	34	51	74	45
COc1ccc(CCc2ccccn2)cc1	101	96	96	114	·	·	97	105
COc1ccc(Cc2nnc(SCC(=O)c3ccc(Cl)cc3)n2-c2ccccc2)cc1	73	76	·	86	92	76	99	76
COc1ccccc1C(=O)CSc1nc(Nc2cccc(S(N)(=O)=O)c2)c2ccccc2n1	66	72	86	57	73	73	99	73
COc1cc(NCC(=O)Nc2cc(Nc3c(F)cccc3F)ncn2)c(Cl)c(OC)c1Cl	93	82	92	88	99	99	95	93
COc1ccc(-c2nc(SCC(=O)Nc3nc4ccc(C)cc4s3)[nH]c(=O)c2C#N)cc1	112	103	97	107	104	96	100	118
COc1ccc(OC)c(/C=C/c2nnc(Nc3ccccc3)s2)c1	92	86	97	·	105	69	94	99
COc1cc(-c2c(-c3ccccc3)noc2C(=O)Nc2ccc(OC(F)(F)Cl)cc2)c(OC)c2c1OCO2	102	·	102	106	107	102	101	104
C=C1C(=O)O[C@H]2[C@H]1CC/C(CNC(=O)c1cc3cc(OC)ccc3[nH]1)=C\CC[C@@]1(C)O[C@@H]21	-3.4*	-0.4*	-56*	-38*	-19*	-67*	47	-31*

By substructure: the compounds so far with bromine
SMILES	K-562	SR	EKVX	RPMI-8226	CCRF-CEM	HOP-92	HOP-62	MOLT-4
Cc1ccc(C(=O)NNC(=O)c2sc3ncc(-c4ccc(Br)cc4)n3c2C)cc1	97	82	99	112	96	106	104	86
O=C(O)Cc1ccc(Br)cc1	95	87	99	102	107	·	100	95
